# HCV inh – blocks hepatitis C virus; Huh7.5.1 HCVcc-Cre infection, luciferase reporter, 44 h; Potency, µM (highest dose often 41.8 µM), without a hit: top-dose activity change, negative = inhibition, most hits filed as inhibitors; actives 3.4% (n = 340,000); active = well fitted inhibition curve with a large enough effect; inconclusive = small, poorly fitted or top-dose-only effect, or another doubt; inactive = no such curve, though single readings can be large or run the other way
#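 Antiviral activity was scored by luciferase reporter output from cells infected with HCVcc-Cre (~0.5 moi) in presence of compound, 44 h infection period, cells seeded 1,000/well 4 h prior.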
# Active calls of the source: *; ? = inconclusive; [ ] = dose if it differs, or a comment. % is scaled to controls: 0 for no effect and ±100 for the full control effect; potency is read from the fitted curve at half-maximal effect. The list is partial; rates above refer to the full screens.
SMILES,HCV inh
N#Cc1ccc(CC(=O)c2ccccc2)[nH]c1=O,-6.5%
CC1CN(C(=O)COC(=O)c2cnc(Cl)c(Cl)c2)CC(C)O1 (centres undefined),-13.2%
CCN(CC)CCOc1ccc(C=NNc2nc3c([nH]2)c(=O)n(C)c(=O)n3C)cc1,7.3%
Nc1nc(N)nc(C2C=CCCC2)n1 (centres undefined),14.7%
C=CCN(CC=C)Cc1c(O)ccc2c1oc(=O)c1ccccc12,?
CN(C(=O)c1ccc(NC(=O)Cc2cccc(NC(=O)C3CCCN(C(=O)C4CCCC4)C3)c2)cc1)C1CC1 (centres undefined),?
COc1ccc(C(=O)CC(=O)c2ccc(F)cc2)cc1,?
CCC1C2Cc3ccc(O)cc3C1(CC)CCN2C (centres undefined),5.2%
CC(C)=CCC/C(C)=C/CNC(=O)C[C@H]1C[C@H](C(=O)N2CCOCC2)[C@@]2(CCC3CCCC3)c3[nH]c4cc(-c5ccco5)ccc4c3CCN2C1=O,2.9%
Cc1ccc(C(=O)COC(=O)CN2C(=O)C3CC=CCC3C2=O)cc1[N+](=O)[O-] (centres undefined),-1.9%
Cc1ccc2scc(CN3CCCC3)c2c1,-6.3%
CCOc1ccccc1C(=O)N[C@H](C(=O)OCC(=O)Nc1nnc(-c2ccccc2)o1)C(C)C,-7.6%
C[C@H](CO)N1C[C@H](C)[C@H](CN(C)C)Oc2ccc(NS(=O)(=O)c3ccc(F)cc3)cc2CC1=O,10.6%
CN(C)CCCN1c2ccccc2Sc2ccc3ccccc3c21,?
O=C(C(c1ccccc1)C(O)c1ccccc1)N1CCOCC1 (centres undefined),3.4%

# Reprinted at random: 7 records from the list
SMILES,HCV inh
CCC1C2Cc3ccc(O)cc3C1(CC)CCN2C (centres undefined),5.2%
Nc1nc(N)nc(C2C=CCCC2)n1 (centres undefined),14.7%
CN(C)CCCN1c2ccccc2Sc2ccc3ccccc3c21,?
N#Cc1ccc(CC(=O)c2ccccc2)[nH]c1=O,-6.5%
CN(C(=O)c1ccc(NC(=O)Cc2cccc(NC(=O)C3CCCN(C(=O)C4CCCC4)C3)c2)cc1)C1CC1 (centres undefined),?
CC(C)=CCC/C(C)=C/CNC(=O)C[C@H]1C[C@H](C(=O)N2CCOCC2)[C@@]2(CCC3CCCC3)c3[nH]c4cc(-c5ccco5)ccc4c3CCN2C1=O,2.9%
CCN(CC)CCOc1ccc(C=NNc2nc3c([nH]2)c(=O)n(C)c(=O)n3C)cc1,7.3%

# Further compounds.
SMILES,HCV inh
Cc1cc2ncn(S(=O)(=O)c3ccc(S(N)(=O)=O)cc3)c2cc1C,-15.3%
Cc1cc2cc(CCNC(=O)C(C)C)c(=O)[nH]c2cc1C,15.0%
C[C@H](O)Cc1cc2ccccc2c(=O)o1,-6.5%
CN(C(=O)c1ccc(NC(=O)Cc2ccc(NC(=O)C3CCCN(C(=O)c4ccccc4)C3)cc2)cc1)C1CCCC1 (centres undefined),-18.6%[8.37 µM]
CCOc1ccc(S(=O)(=O)N2CCCCC2)cc1NC(=O)c1cccnc1OCC,1.6%
CC1(c2cccc(Br)c2)NC(=O)N(CC(=O)c2ccc3c(c2)OCCO3)C1=O (centres undefined),-1.7%
CN1OC[C@@H]2CN[C@H](c3cccc(-c4cc(Cl)cc(Cl)c4)c3)C[C@@H]21,17.8%[8.37 µM]
Cc1ccc(C(=O)N2CCC(C(=O)c3ccc(F)cc3)CC2)cc1,?
NC(=O)c1ncn([C@@H]2O[C@H](CNCc3cnc(N4CCOCC4)nc3)[C@@H](O)[C@H]2O)n1,13.4%
Cc1ccc(C(=O)Nc2ccc3c(c2)OCCO3)cc1S(=O)(=O)N1CCOCC1,?
COCCn1c(C)cc(C(=O)COC(=O)c2ccc(S(=O)(=O)N(C)C)cc2)c1C,-2.4%
COCOc1cc(O)c(C(=O)/C=C/c2ccccc2)c(OCOC)c1,?
CCC/C(C#Cc1ccsc1)=C1/c2ccccc2C(=O)N1c1ccccc1,?
CC1C=CCC2C(=O)N(c3cccc(C(=O)N4CCCCCC4)c3)C(=O)C12 (centres undefined),?
COC(=O)C1N[C@@H]([C@@H](NC(=O)COc2ccccc2)C(=O)NCc2ccsc2)SC1(C)C (some centres undefined),3.9%
O=C(C[C@H]1C/C=C\C[C@H](NC(=O)OCC2c3ccccc3-c3ccccc32)C(=O)OC[C@@H]2CCCN2C1=O)NCCO,6.7%
C[C@H](CO)N1C[C@H](C)[C@@H](CN(C)C(=O)NC2CCCCC2)Oc2ccc(NS(=O)(=O)c3ccc(F)cc3)cc2C1=O,-3.5%
Cc1noc(C)c1COc1ccccc1C(=O)N1CCN(S(=O)(=O)c2ccc(F)c(F)c2)CC1,14.9%
O=C(Cc1ccc(F)cc1)N[C@@H]1c2ccccc2CC[C@H]1OCc1ccccc1,-18.8%
O=S(=O)(Nc1ccccc1-c1ccccc1)c1ccccc1,?
N#CCC(=O)Nc1ccc(C(=O)OCC(=O)c2c[nH]c3ccccc23)cc1,?
COc1cccc2c1C(=O)c1c(O)c3c(c(O)c1C2=O)CC(O)(C(C)=NO)CC3OC1CC(N)C(O)C(C)O1 (centres undefined),?
Cc1noc(C)c1NC(=O)Nc1cccc2c1O[C@H](CN(C)S(=O)(=O)c1ccc(F)cc1)[C@@H](C)CN([C@H](C)CO)C2=O,-0.3%
CC1CC1C(=O)OCC(=O)Nc1cc(S(=O)(=O)N2CCCCC2)ccc1Cl (centres undefined),-8.8%
CC1CCN(c2ccc3c(c2)S(=O)(=O)c2cccc(C(=O)NC4CC4)c2C3=O)CC1,-8.1%
CC(=O)Nc1ccc(NC(=O)C(C)Sc2nnc(-c3ccc4c(c3)OCO4)o2)cc1 (centres undefined),-7.3%
CN(C(=O)/C=C/c1ccc(F)cc1)C1CCCCC1,-13.3%
CN1CCN(NC(=O)c2c(-c3ccccc3)sc3ccccc23)CC1,-7.6%
O=C(CN1CCN(CC(=O)c2ccc(Cl)cc2)CC1)c1ccc(Cl)cc1,15.4%
CC(C)CC(=NNC(=O)c1ccncc1)c1cc(Cl)ccc1O,2.51µM*
O=C(c1ccc(=O)[nH]n1)N1CCN(S(=O)(=O)c2ccccc2F)CC1,4.3%
COc1ccc(-c2sc3ccc(OC)cc3c2C#Cc2cncn2C)cc1,2.82µM*
CC1CCN(C(CC(=O)c2ccccc2)C(=O)c2ccccc2)CC1 (centres undefined),-10.0%
COC(=O)C1=C(c2ccccc2)C[C@@H]2CC[C@H]1N2C(=O)NC1CC1,9.2%
CCOC(=O)[C@H]1[C@H]2COc3ccccc3[C@@H]2N2C(=O)CN(Cc3ccccc3)C(=O)[C@@]12C,1.7%
Cc1cccc(NC(=O)c2cccc([N+](=O)[O-])c2O)c1C,?
CCO[C@H]1OC(C(=O)O)=C[C@@H](c2cn(C(C)=O)c3ccccc23)[C@@H]1CCCO,24.7%[8.37 µM]
COCCn1c(SCC(=O)NCC(c2ccccc2)N(C)C)nc2sc3c(c2c1=O)CCC3 (centres undefined),17.9%
Nc1c(C(=O)NC2CCCC2)c2nc3ccccc3nc2n1/N=C/c1cccnc1,-11.0%
CCCCNc1c(-c2ccc(OC)c(SC3CCCCC3)c2)nc2ccc(Cl)cn12,6.8%
COc1c(O)cc2c(c1OC)-c1ccc(SC)c(=O)cc1C(NC(C)=O)CC2 (centres undefined),20.9%
C#CCOCCOCCOCCNc1nc(N2CCN(C(=O)[C@H](CCCN=C(N)N)n3cc(C(N)[C@@H](C)CC)nn3)CC2)nc(N2CCN(C(=O)[C@H](CCC(=O)O)n3cc([C@@H](N)[C@H](C)CC)nn3)CC2)n1 (some centres undefined),16.9%
Cc1ccc(O)c(NC(=S)NC(=O)c2ccc(-c3ccc(Cl)cc3)o2)c1,-27.2%
CC(C)(C)OC(=O)N1CCCC(C(=O)Nc2cccc(C(=O)N3CCCCC3)c2)C1 (centres undefined),?
CC(=O)C[C@H](O)CC(=O)[C@H]1OC(=O)CCCCCc2ccccc21,13.9%

# 4 structures already listed, ordered by molar mass, lowest first.
SMILES,HCV inh
COC(=O)C1=C(c2ccccc2)C[C@@H]2CC[C@H]1N2C(=O)NC1CC1,9.2%
CC(=O)C[C@H](O)CC(=O)[C@H]1OC(=O)CCCCCc2ccccc21,13.9%
COc1c(O)cc2c(c1OC)-c1ccc(SC)c(=O)cc1C(NC(C)=O)CC2 (centres undefined),20.9%
CCOC(=O)[C@H]1[C@H]2COc3ccccc3[C@@H]2N2C(=O)CN(Cc3ccccc3)C(=O)[C@@]12C,1.7%

# Additional compounds follow.
SMILES,HCV inh
COCCN(C(=O)c1cc(-c2ccco2)nc2ccccc12)c1c(N)n(Cc2ccccc2)c(=O)[nH]c1=O,11.7%
CC(C)N(C(=O)[C@H]1CC(CC(=O)NCCN2CCOCC2)C(=O)N2CCc3c([nH]c4ccccc34)[C@]12C)C(C)C (some centres undefined),?
CC1CCCN(C(=O)COC(=O)COc2ccc(C#N)cc2)C1 (centres undefined),23.7%
CN(CC(=O)Nc1ccccc1Cl)C(=O)c1ccc(Cl)c(S(=O)(=O)N2CCCCCC2)c1,?
O=c1[nH]c2c(c(=O)[nH]1)CCCCCC2,-1.3%
NC(=S)NN=C(c1ccc(Br)cc1)C1CC1,4.3%
CC(C)N(C(=O)[C@H]1CC(CC(=O)NCCc2ccccn2)C(=O)N2CCc3c([nH]c4ccccc34)[C@]12C)C(C)C (some centres undefined),-9.0%
CN(C)CCCN(C(=O)c1nc2ccccc2s1)c1nc2ccc(F)cc2s1,?
CCCN1CCc2cccc3c2[C@H]1Cc1ccc(O)c(O)c1-3,?
CCOC(=O)c1c(NC(=O)COC(=O)c2cccnc2OCC)sc(C(=O)N(CC)CC)c1C,?
C[C@]12c3[nH]c4ccccc4c3CCN1C(=O)C(CC(=O)NCc1cccc(C(F)(F)F)c1)C[C@@H]2C(=O)N1CCCCC1 (some centres undefined),?
CC1CC1C(=O)Nc1nc2ccc(Cl)cc2s1 (centres undefined),?
COc1ccc(NC(=O)COC(=O)C23CC4CC(CC(O)(C4)C2)C3)cc1Cl,-12.9%
O=C1CN(C(=O)COC(=O)c2ccc(Cl)c(S(=O)(=O)N3CCCCC3)c2)c2ccccc2N1,0.5%
CCN(CC)C(=O)[C@H]1C[C@H](CC(=O)NCCc2ccccn2)C(=O)N2CCc3c([nH]c4cc(-c5ccco5)ccc34)[C@]12C,39.7%[activator]
Cc1c(NS(=O)(=O)c2cc(C(=O)NCc3cccnc3)ccc2Cl)c(=O)n(-c2ccccc2)n1C,4.6%
O=C1COc2c1ccc(O)c2O,13.3%
Cc1cccc(C(=O)OCC(=O)N2CC(=O)Nc3ccccc32)c1C,?
O=C(COC(=O)C1CCCCC1)Nc1cccc(F)c1,-1.1%
O=C(NNc1ccccc1)Nc1cc(Cl)ccc1Cl,?
CC1=C(N2CCOCC2)CCC1=O,17.0%
O=C(COC(=O)/C=C/c1cccc(Cl)c1)Nc1c(F)cccc1F,-6.6%
COc1cc(C(=O)OCc2cc(=O)n3ccsc3n2)ccc1OC(C)C,?
CC[C@]1(C(=O)OC)[C@H]2C(=O)N(Cc3ccccc3)C(=O)[C@H]2[C@H]2CN=C(SCC3CC3)N21,?
NS(=O)(=O)c1cccc(NC(=O)CSc2nc3ccccc3c(=O)n2Cc2ccco2)c1,-3.7%
Cc1cc(=O)n(C(C)c2ccccc2)n1C(C)c1ccccc1 (centres undefined),10.5%
CC(C)(C)S(=O)N1Cc2cc(CO)cc(-c3ccccc3)c2[C@H]1CCO (some centres undefined),-3.4%
COc1cccc(CN(CCC(C)C)S(=O)(=O)c2cc(Br)ccc2Br)c1,-15.5%
CC(=O)c1ccccc1NC(=O)COC(=O)c1cc[n+]([O-])cc1,-1.6%
Cc1ccc(S(=O)(=O)CCC(=O)Nc2sccc2C(N)=O)cc1,9.8%
COc1ccc(CNCCCn2cnc(C(=O)Nc3ccc(C)c(C)c3)n2)cc1,-4.6%
CC(=O)NCCNC(=O)c1cc(-c2cccc3ccccc23)nc2ccccc12,-2.7%
COc1cc(OCc2ccccc2)c(OC)c(OCc2ccccc2)c1,10µM*
C[C@@H](c1ccccc1)N1C[C@H]2CCCN2c2cc(Br)ccc2S1(=O)=O,11.2µM*
CC(=O)OCC(=O)C12OC(C)(C)OC1CC1C3CC=C4CC(O)CCC4(C)C3CCC12C (centres undefined),16.1%
CCN(CC)C(=O)CSc1nnc(SC(C)C(=O)NC2CC2)s1 (centres undefined),?
CCN(C[C@H]1N[C@@](C)(C(=O)OC)[C@H]2C(=O)N(Cc3ccccc3)C(=O)[C@@H]12)C(=O)Nc1ccc(F)cc1,23.9%
CCOC(=O)c1cnc(SCc2ccc(Cl)c(Cl)c2)nc1N1CC1,11.2µM*
O=C1N[C@@H](Cc2ccccc2)C(=O)N2[C@H]1C[C@H]1c3ccccc3N(OOSc3ccccc3)[C@H]12,-8.8%[8.37 µM]
O=C(COC(=O)COc1ccccc1F)NCc1ccco1,13.6%
C=CC[C@H](CC(=O)N(CCO)Cc1ccccc1)C(=O)N[C@H](COC(=O)[C@H](CC=C)CC(=O)OC(C)(C)C)Cc1ccccc1,11.2µM*
C[C@@H](NS(=O)(=O)c1cc(Cl)ccc1F)[C@H](O)c1ccccc1,?
Cc1cccc(C(C(C(=O)c2ccccc2)N2CCOCC2)N2CCOCC2)c1 (centres undefined),-1.6%
O=C(COC(=O)C1CC2CCCC(C1)C2=O)Nc1ccc(F)c(Cl)c1 (centres undefined),5.4%
COc1ccccc1C(=O)Nc1ccc2ccccc2c1,-15.7%
CN(C(=O)CSc1nc(-c2cccs2)nc2ccccc12)C1CCS(=O)(=O)C1 (centres undefined),-6.9%
CCC(C)c1ccccc1NC(=O)CN(CC)CC(=O)Nc1ccc2c(c1)OCCO2 (centres undefined),-1.6%
Cc1ccc(S(=O)(=O)N2C/C=C\CN(S(=O)(=O)c3ccccc3Br)CC2)cc1,?
CN1CCc2c(sc3c2c(=O)n(-c2cccc(Cl)c2)c2nncn32)C1,?
O=C(Nc1ccc(F)c([N+](=O)[O-])c1)C1CCCO1 (centres undefined),0.7%
